DAX1 inh-1 – DAX1 (NR0B1) inhibitors on StAR promoter, primary screen, cell-based, luminescence, SF-1 (NR5A1), full-length DAX-1. HEK293T StAR-luciferase reporter, SF-1/DAX-1 repression relief. inhibition, % at 6.8 µM. 370,000 tested, 1.1% active. AID 652010, 2013;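 active = inhibition above the mean over all tested compounds plus 3 SD, cut at about 3.6% in these data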;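 note: 0% = DAX-1 cells with DMSO and 100% = cells lacking DAX-1 with DMSO; higher inhibition means more luminescence from relief of DAX-1 repression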
GAA850 FXN act – FXN promoter activators, primary screen, cell-based, luciferase luminescence, HEK293 lucGAA850; activation, % at 6 µM; HEK293 lucGAA850 FXN promoter luciferase reporter, 24 h; percent of 10 µM SAHA response; 360,000 tested, 0.56% active;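 active = activation above the average of all compounds screened plus 3 SD, cutoff fixed separately per campaign, cut at about 7.5% in these data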;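 note: 0% = DMSO wells and 100% = 10 µM SAHA wells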
hcDAF12 agonist – H. contortus DAF-12 nuclear receptor activators, primary screen, cell-based, luminescence, HEK293, lit1-tk-luc reporter. AID 652067, 2013. 370,000 tested, 1.4% active. HEK293 hcDAF-12 lit1-tk-luc reporter; 0% DMSO, 100% Δ7-dafachronic acid. activation, % at 6.8 µM;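 active = activation above the mean of all tested compounds plus 3 SD, cut at about 5.5% in these data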;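 note: 100% = response to 3 µM Δ7-dafachronic acid high control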
HGIII-sPLA2 inh – human group III sPLA2 inhibitors, primary screen, biochemical, QFRET, BODIPY PC-A2 liposome substrate; Group 3 secretory phospholipase A2 (Homo sapiens), Q9NZ20; QFRET BODIPY PC-A2 liposome hydrolysis, fluorescence; inhibition, % at 12.2 µM; 370,000 tested, 0.56% active;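 active = inhibition above mean plus 3 SD of compounds lying within the high and low control bounds, cut at about 19% in these data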;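 note: 0% = median of test compound wells and 100% = no enzyme DMSO wells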
ssDAF12 agonist – S. stercoralis DAF-12 nuclear receptor activators, primary screen, cell-based, luminescence, HEK293, GRIP1 co-expression, lit1-tk-luc; 370,000 tested, 1% active; Nuclear hormone receptor DAF-12 (Strongyloides stercoralis); HEK293 ssDAF-12/GRIP1 lit1-tk-luc reporter; % of 3 µM dafachronic acid response; activation, % at 6.8 µM;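 active = activation above the mean over all tested compounds plus 3 SD, cut at about 0.9% in these data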;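 note: 0% = DMSO-only wells and 100% = 3 µM delta7-dafachronic acid wells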
hgDAF-12 ag – H. glycines DAF-12 receptor agonists, primary screen, cell-based, luminescence, HEK293, GAL4 fusion, UAS-luciferase; HEK293 GAL4-hgDAF12 UAS-luciferase reporter, agonist luminescence; normalized to butyrate control; 370,000 tested, 1.8% active; Nuclear hormone receptor DAF-12 (Heterodera glycines), GAL4 fusion; activation, % at 6.8 µM; AID 687014, 2013;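 active = activation above a cutoff set at the mean of all screened compounds plus 3 SD, cut at about 10% in these data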;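 note: 0% = DMSO wells and 100% = sodium butyrate wells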
PG9 Ab binder – binders of HIV-1 gp120 antibody PG9, primary screen, biochemical, TR-FRET | HIV-1 gp120 / PG9 antibody interaction | TR-FRET gp120-PG9 antibody binding | inhibition, % at 6.7 µM | 360,000 tested, 0.43% active; in the data active = inhibition above about 8.5%
DAX1 inh-2 – DAX1 (NR0B1) inhibitors, primary screen, cell-based, HEK293, Gal4-DAX1, luciferase luminescence; inhibition, % at 6.75 µM; HEK293 Gal4-DAX1 luciferase reporter; AID 504766, 2011; Nuclear receptor subfamily 0 group B member 1 (Homo sapiens), P51843; 340,000 tested, 0.99% active;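 active = inhibition above the mean over all tested compounds plus 3 SD, cut at about 4.2% in these data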;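 note: 0% = DAX1-transfected cells with DMSO and 100% = empty-vector control cells with DMSO; inhibition shows as a rise in luminescence from relieved DAX1 repression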
Target sequence (P51843 207-470 limits assumed): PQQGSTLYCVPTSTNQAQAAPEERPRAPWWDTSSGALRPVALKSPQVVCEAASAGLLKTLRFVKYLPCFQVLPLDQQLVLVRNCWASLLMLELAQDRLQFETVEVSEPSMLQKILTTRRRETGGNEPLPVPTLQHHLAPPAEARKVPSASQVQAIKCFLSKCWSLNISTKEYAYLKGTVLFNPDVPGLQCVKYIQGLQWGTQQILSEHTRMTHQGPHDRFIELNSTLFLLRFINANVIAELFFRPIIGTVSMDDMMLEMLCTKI
SMARCA2 activ – SMARCA2 (BRM) function activators, primary screen, cell-based, luminescence, high throughput | MG213 cells, MMTV-luciferase reporter, dexamethasone, overnight | activation, % at 9.1 µM | 370,000 tested, 1% active; in the data active = activation above about 7.8%;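 note: 0% = vehicle wells and 100% = reference activator wells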
PLC-beta3 inh – human PLC-beta3 inhibitors, primary screen, biochemical, fluorescence; Purified PLC-beta3, fluorogenic substrate; inhibition, % at 12.2 µM; 370,000 tested, 0.18% active; AID 720704, 2013; in the data active = inhibition above about 11%;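 note: 0% = median of compound wells on plate and 100% = full blocker control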
Rev-erbA mod – modulators of Rev-erb alpha DNA binding, primary screen, biochemical, FITC-DNA, fluorescence polarization, uHTS | Rev-erbα–FITC-DNA binding, 90 min | activity, % at 10 µM | Nuclear receptor subfamily 1 group D member 1 (Homo sapiens), P20393 | 370,000 tested, 0.79% active | AID 1259318, 2017;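 active = activity above about 14%, limit read from the data; passing the limit was not always enough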;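 note: 0% = DMSO wells with 35 nM protein and 100% = DMSO wells with 750 nM protein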
Target sequence (P20393 whole entry, looked up): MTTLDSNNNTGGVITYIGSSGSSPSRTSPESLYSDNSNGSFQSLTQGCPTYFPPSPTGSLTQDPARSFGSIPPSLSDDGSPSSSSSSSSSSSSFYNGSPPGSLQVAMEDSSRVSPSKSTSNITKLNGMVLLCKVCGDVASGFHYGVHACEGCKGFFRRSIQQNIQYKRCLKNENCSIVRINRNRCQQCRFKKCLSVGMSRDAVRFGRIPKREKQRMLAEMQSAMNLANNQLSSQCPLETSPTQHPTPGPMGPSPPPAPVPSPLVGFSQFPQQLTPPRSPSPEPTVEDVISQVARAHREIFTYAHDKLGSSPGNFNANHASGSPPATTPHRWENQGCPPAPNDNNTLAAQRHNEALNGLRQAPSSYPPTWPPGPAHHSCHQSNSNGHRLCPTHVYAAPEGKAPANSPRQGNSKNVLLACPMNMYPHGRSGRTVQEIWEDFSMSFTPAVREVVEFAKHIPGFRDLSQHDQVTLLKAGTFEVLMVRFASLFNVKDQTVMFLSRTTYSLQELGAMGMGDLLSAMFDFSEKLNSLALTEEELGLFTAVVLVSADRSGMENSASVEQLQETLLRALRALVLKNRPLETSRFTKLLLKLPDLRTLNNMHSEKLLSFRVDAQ
Starred values were filed as active, the others as inactive; i = inactive; · = not tested or not shown.

SMILES	DAX1 inh-1	GAA850 FXN act	hcDAF12 agonist	HGIII-sPLA2 inh	ssDAF12 agonist	hgDAF-12 ag	PG9 Ab binder	DAX1 inh-2	SMARCA2 activ	PLC-beta3 inh	Rev-erbA mod
O=C(Cn1cnc2ccccc2c1=O)c1ccc(Cl)cc1	1.4	6.3	3.2	-20	-0.7	11*	-0.9	-0.7	3	3	-1
C[C@@H]1COC(=O)[C@@H](CC(=O)OC(C)(C)C)C/C=C\C[C@@H](CC(=O)N[C@H](CO)Cc2ccccc2)C(=O)N1	-0.4	-0.2	-0.9	1	-1.4	1.1	2.7	-0.5	0	3	-5
O=C(CNc1cccc([N+](=O)[O-])c1)NCCCc1ccccc1	-0.3	0.7	0.1	-6	-1.6	0.7	-0.6	0.9	-4	-8	9
CCOC(=O)[C@H](O)[C@@H](O)c1cccc([C@H](O)[C@@H](O)C(=O)OCC)c1	-0.3	0.5	-0.3	3	-0.8	2.1	-2.5	2.0	2	1	1
Cc1ccc(C23CC4CC(CC(NC(=O)N5CCN(C)CC5)(C4)C2)C3)cc1	-0.3	1.8	-0.6	3	-1.0	0.5	-0.1	-0.1	0	0	5
Cc1c(C(=O)N2CCN(c3ccc([N+](=O)[O-])cc3)CC2)sc2ncn(CC(=O)N3CCOCC3)c(=O)c12	-0.7	-2.7	-0.5	4	-0.9	-2.6	-1.4	-1.0	-2	4	3
Cc1ccc2nc(NC3=NC(CC(=O)O)C(=O)N3)nc(C)c2c1 (configuration not stated)	-0.4	·	-1.0	1	-1.1	1.7	0.4	·	-3	-2	2
Cc1occc1C(=O)N/N=C/C1=C(N2CCOCC2)C(=C\c2ccc(Cl)cc2)/CC1	1.1	5.0	2.8	-13	-1.1	7.2	-0.6	3.3	0	-13	0
C[C@H](CO)N1C[C@H](C)[C@@H](CN(C)CC2CCCCC2)Oc2c(NC(=O)CCC(F)(F)F)cccc2C1=O	0.1	-1.2	-1.2	-4	-1.6	0.4	0.1	-1.7	-1	1	-2
O=C(Cn1ncc2c3ccccc3n(Cc3cccc(Cl)c3)c2c1=O)NCC1CCCO1 (configuration not stated)	-0.6	1.1	0.5	-3	-0.9	-0.7	0.1	0.6	1	-17	13
Cc1ccc(C)c(OCc2ccc(C(=O)Nc3ccc([N+](=O)[O-])cn3)o2)c1	-3.6	-1.6	-3.0	6	-1.2	-4.5	0.4	-0.9	-5	-8	2
Cc1cccc(N/C=C(\[N+](=O)[O-])S(=O)(=O)c2ccccc2)c1C	0.7	0.5	2.2	-5	0.4	1.0	-2.8	0.7	1	2	-5
O=C(NC1CCCC1)C1c2ccccc2OCC(=O)N1Cc1ccccc1 (configuration not stated)	-0.3	·	-0.9	6	-0.9	-2.1	0.6	·	-1	1	-9
COc1ccc2nc(/C(C#N)=C\c3ccc(Oc4ccc([N+](=O)[O-])cn4)cc3)[nH]c2c1	0.2	0.9	2.3	-3	-1.9	1.8	-3.5	-2.7	12*	-63	-2
O=C(O)C1CCCN(S(=O)(=O)c2ccc3c(c2)OCCO3)C1 (configuration not stated)	0.4	0.2	-0.9	-3	-1.3	-1.4	-2.5	0.7	2	2	-3
O=C1S/C(=C\c2ccc(Cl)cc2)C(=O)N1CCn1cnnn1	0.4	-0.4	4.7	-6	-1.5	1.9	-1.2	1.4	0	4	-2
Cc1ccc2cc(C#N)c(NCCNC(=S)NCCCN(C)C)nc2c1C	0.5	1.6	-0.3	11	-1.6	-5.0	0.1	-3.0	-2	-132	-4
CC(C)OCC(O)CN1CCNCC1 (configuration not stated)	0.9	1.4	1.1	-3	-0.9	0.6	-0.2	-0.2	-1	0	-4
COc1cccc(CNC(=O)CCC2CCCN(C(=O)c3ccc(C)nc3)C2)c1 (configuration not stated)	1.1	-1.7	0.2	3	-1.2	-0.9	-1.6	0.6	-2	-3	-3
Cc1ccc(SCC(=O)NC2CC2)cc1	-0.2	-0.6	-0.1	3	-0.8	-0.5	-0.6	0.5	0	-4	-5
CCC(=O)Nc1ccc(Br)c(Cl)c1	-0.3	2.8	-3.1	-9	-1.2	-0.6	0.0	-1.1	-1	-2	-4
O=C(CCn1c(=S)oc2ccccc21)N1CCN(c2ccc(F)cc2)CC1	0.3	4.7	-1.0	1	-1.2	-2.6	-0.8	1.3	-1	-4	-3
CCCCN(CC)C(=O)Cc1cn(C)c2ccccc12	1.0	-0.3	1.1	-9	-0.9	1.8	0.8	0.2	2	-3	-2
OCCNCCSc1ccc(Cl)cc1	0.3	0.1	-1.7	0	-1.3	-1.1	0.1	0.1	0	6	-3
Cc1ccc(NC(=O)CCNS(=O)(=O)c2ccc3c(c2)CCC(=O)N3)cc1C	1.0	1.1	-0.1	12	-1.1	-2.8	0.1	-0.6	3	-9	-3
CSc1ccc(Cn2c(C)c(C(=O)NCc3cccs3)sc2=O)cc1	-0.6	1.4	-0.5	-2	-1.0	-2.5	-2.4	·	-1	-5	0
O=C(CSc1n[nH]c(-c2ccncc2)n1)Nc1ccc(Cl)cc1	-0.1	0.1	1.3	-13	-1.4	-0.7	1.7	-0.7	-2	-8	1
COc1ccc(C(=O)CSc2nnc(CCc3ccccc3)n2-c2ccccc2)cc1	-0.1	1.3	-0.4	-43	-2.0	-1.6	1.2	-0.3	-4	-3	4
CC1(c2nnnn2Cc2ccccc2)CCC(=O)N1C1CC1 (configuration not stated)	-0.8	·	0.4	-1	-1.2	-1.5	1.2	·	-2	3	-6
Cn1nc(-c2ccccc2)c(CSc2ccccc2)c1Cl	-0.8	3.2	-2.5	-6	-1.7	-1.8	2.5	0.2	-1	7	6
CC(C)CC(=O)Nc1ccc2c3c(cccc13)CC2	0.0	2.9	-2.9	5	-1.5	3.3	-1.4	-0.9	-1	-5	-1
Cc1ccc(C(C)C)c(OCC(=O)Nc2ccc(N3CCN(S(C)(=O)=O)CC3)cc2)c1	0.1	-0.8	-0.5	-2	-1.3	2.3	0.4	0.6	-1	0	-4
COc1cc(/C=C/C(=O)OCC(=O)c2ccccc2)cc(OC)c1OC	-3.1	-0.6	-0.3	4	-1.0	1.7	-1.9	-0.7	-3	-20	-1
CCOC(=O)C(NC(=O)c1ccc(F)cc1)(Nc1nnc(C)s1)C(F)(F)F (configuration not stated)	0.6	0.9	-0.3	11	-0.3	2.0	3.1	-0.4	-6	4	2
COc1ccccc1N1CCN(C(=O)c2cn(C)c3ccc(S(=O)(=O)N4CCOCC4)cc3c2=O)CC1	0.3	1.0	-0.8	2	-0.9	-2.4	-2.1	0.0	0	-3	1
CCOC(=O)C1=C[C@@H](C(C)C)N(S(=O)(=O)c2ccc(C)cc2)[C@H]1c1ccc(C(C)C)cc1	-1.0	·	-1.4	-4	-0.9	2.4	1.5	·	-3	0	9

Three successive entries out of the list so far, for reference:
SMILES	DAX1 inh-1	GAA850 FXN act	hcDAF12 agonist	HGIII-sPLA2 inh	ssDAF12 agonist	hgDAF-12 ag	PG9 Ab binder	DAX1 inh-2	SMARCA2 activ	PLC-beta3 inh	Rev-erbA mod
CCOC(=O)C(NC(=O)c1ccc(F)cc1)(Nc1nnc(C)s1)C(F)(F)F (configuration not stated)	0.6	0.9	-0.3	11	-0.3	2.0	3.1	-0.4	-6	4	2
COc1ccccc1N1CCN(C(=O)c2cn(C)c3ccc(S(=O)(=O)N4CCOCC4)cc3c2=O)CC1	0.3	1.0	-0.8	2	-0.9	-2.4	-2.1	0.0	0	-3	1
CCOC(=O)C1=C[C@@H](C(C)C)N(S(=O)(=O)c2ccc(C)cc2)[C@H]1c1ccc(C(C)C)cc1	-1.0	·	-1.4	-4	-0.9	2.4	1.5	·	-3	0	9

Next compounds:
SMILES	DAX1 inh-1	GAA850 FXN act	hcDAF12 agonist	HGIII-sPLA2 inh	ssDAF12 agonist	hgDAF-12 ag	PG9 Ab binder	DAX1 inh-2	SMARCA2 activ	PLC-beta3 inh	Rev-erbA mod
COc1cc(C(=O)NC2CCCc3ccccc32)ccc1OCC(=O)Nc1ccc(F)cc1 (configuration not stated)	0.4	-0.9	-0.5	-3	-0.7	0.5	-1.2	3.6	1	1	-1
COC(C(=O)Nc1ccc(F)cc1)c1ccccc1 (configuration not stated)	-0.3	0.7	0.5	8	-1.3	-0.3	0.4	0.1	4	6	2
COc1cccc(C(=O)Nc2cccc(C(=O)NCC(C)C)c2)c1	0.1	-2.9	-3.2	6	-1.7	-1.2	0.6	1.7	0	3	-7
COc1cc2c(cc1OC)CN(C1CCC(C)CC1)CC2 (configuration not stated)	0.1	-1.6	0.7	2	-0.8	-0.2	-2.9	0.2	2	-7	6
CC(/C=C/c1ccc(N(C)C)cc1)=N/N=C1/NC(=O)CC(C(=O)Nc2ccc(Cl)cc2)S1 (configuration not stated)	-0.5	4.7	0.4	-16	-1.6	3.5	-2.1	-1.7	0	i	1
CC(=O)Nc1ccccc1C(=O)C(=O)Nc1cccc(Br)c1	0.8	0.2	2.2	3	-1.3	1.1	0.9	0.3	1	-3	-2
CCN(CC)S(=O)(=O)c1ccc(OCC(=O)NC(=O)c2ccccc2OC)c([N+](=O)[O-])c1	-0.9	-0.1	-1.1	3	-1.0	-1.7	-0.7	0.4	1	-8	-1
N#C/C(=C\c1cccc(NC(=O)c2ccccc2Cl)c1)C(=O)NCCc1ccccc1	-2.0	3.1	-1.6	-7	-1.1	3.8	1.9	-2.5	1	-19	-2
CCOC(=O)CSc1ccc2nnc(-c3ccccc3)n2n1	1.2	0.2	0.3	4	-1.4	1.2	0.9	-0.3	1	-151	3
O=C(CSc1ncccn1)NC1CCS(=O)(=O)C1 (configuration not stated)	0.7	0.9	4.7	8	-0.3	0.0	-1.5	0.3	-3	-8	-2
COc1cccc(CN2CCNC(=O)C2CC(=O)NCCOc2cccnc2)c1 (configuration not stated)	-0.6	-0.7	0.2	-3	-0.7	3.3	-1.3	-0.3	-1	-5	3
Oc1cc(Nc2ccccc2)cc2cccnc12	-0.5	0.0	-1.5	9	-1.5	-2.6	-2.2	0.2	0	-8	2
COc1cc(/C=C(\NC(=O)c2ccccc2)C(=O)NCCO)c([N+](=O)[O-])cc1OC	0.1	0.9	1.3	2	-0.2	-1.7	-2.2	-0.2	-3	-5	-4
Cc1cccc(C)c1NC(=O)C(C1CC1)n1c(-c2ccc(-c3ccccc3)cc2)nc2ccccc21 (configuration not stated)	2.1	·	-0.6	-2	-1.0	-5.5	-1.4	·	3	-32	2
Nc1[nH]c(C(=O)c2ccccc2)c(-c2ccccc2C(F)(F)F)c1C(=O)NCCc1cccs1	0.1	·	-0.8	-2	-1.1	2.3	0.2	·	2	-1	0

Screening results: PubChem BioAssay, several laboratories
